Compound activity as filed in PubChem.
NTR1 agonist = agonists of NTR1, primary screen, imaging, U2OS cells, beta-arrestin-GFP, high content (AID 493036). activation, % at 20 µM. NTR1-U2OS beta-arrestin-GFP spot imaging, agonist mode. P30989. 330,000 tested, 0.17% active;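 active = activation at or above 40% of the spot to cytoplasm intensity ratio, with at least 20 cells analyzed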;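 also: 0% = DMSO without peptide and 100% = 100 nM NTR1 peptide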
Target sequence (P30989 whole entry, looked up): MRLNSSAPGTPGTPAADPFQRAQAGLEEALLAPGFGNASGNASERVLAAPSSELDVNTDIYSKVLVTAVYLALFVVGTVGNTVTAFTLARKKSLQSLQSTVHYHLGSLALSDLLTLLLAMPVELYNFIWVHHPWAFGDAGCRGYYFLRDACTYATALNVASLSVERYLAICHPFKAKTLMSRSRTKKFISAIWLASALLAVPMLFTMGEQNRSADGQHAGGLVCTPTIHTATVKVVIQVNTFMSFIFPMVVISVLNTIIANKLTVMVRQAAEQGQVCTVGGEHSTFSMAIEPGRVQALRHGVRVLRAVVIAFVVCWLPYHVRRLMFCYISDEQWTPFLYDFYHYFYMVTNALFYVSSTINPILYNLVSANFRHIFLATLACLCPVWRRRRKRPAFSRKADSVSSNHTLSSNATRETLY
GPR55 LPI antagonism = inhibition of LPI-stimulated GPR55 beta-arrestin translocation – imaging, U2OS, beta-arrestin-GFP, LPI agonist, primary screen (AID 2013). one-dose inhibition, % at 10 µM; IC50 in µM for titrated hits. U2OS GPR55 beta-arrestin-GFP translocation imaging, LPI antagonism; higher % means a stronger effect. 290,000 tested, 0.13% active;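 active = spots per cell inhibited over 60%, with over 100 cells counted and total cytoplasm intensity under 500,000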;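 also: U2OS cells stably carrying GPR55 and arrestin-GFP stimulated by 5 µM LPI near EC80; imaged beta-arrestin-GFP aggregate spots per cell after agonist stimulation; plate controls were LPI-stimulated DMSO wells for no effect and DMSO wells without LPI for full effect; some results filed as inactive read as strong as hits; confirmed hits need IC50 under 10 µM and bright autofluorescent wells are also inconclusive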
GPR35 arrestin U2OS = inhibition of zaprinast-stimulated GPR35 beta-arrestin translocation – imaging, U2OS, beta-arrestin-GFP, zaprinast agonist, primary screen (AID 2058); U2OS GPR35 beta-arrestin-GFP translocation imaging, zaprinast antagonism; higher % means a stronger effect; inhibition, % at 10 µM; hits with a dose series show IC50 in µM; 290,000 tested, 0.052% active;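 active = inhibition of at least 50% with at least 30 cells and total cytoplasm GFP at most 10,000,000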
Hep lipid drop = hepatic lipid droplet formation modulation; AML12 mouse hepatocytes, oleate lipid droplets, BODIPY imaging; inhibition, % at 6.5 µM; 240,000 tested, 0.4% active;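 active = lipid droplet intensity inhibited by at least 50%, with more than 500 cells counted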
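Assay system: AML12 hepatocytes (mouse); Probe or stimulus: oleic acid at 100 µM to induce lipid droplet formation; Dosing: compound at 6.5 µM only; Schedule: compound with oleate, overnight; Detection: fluorescence imaging, 20x objective, two fields per well; Measure: % inhibition of lipid droplet signal.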
GPR55 activation = selective activators of receptor GPR55 – imaging, U2OS cells, beta-arrestin-GFP redistribution, primary screen (AID 1961); U2OS GPR55 beta-arrestin-GFP redistribution imaging; higher % means a stronger effect; activation, % at 10 µM; hits with a dose series show EC50 in µM; 290,000 tested, 0.048% active;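 active = activation above 40% with more than 50 cells counted in the well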;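 also: U2OS osteosarcoma cells stably expressing GPR55 and beta-arrestin-GFP; plate controls were DMSO negative control for no effect and LPI positive control for full effect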
LYP phosphatase = inhibitors of LYP phosphatase, biochemical, fluorescence intensity, uHTS (AID 1779) | recombinant LYP phosphatase, fluorescence intensity; higher % means a stronger effect | one-dose inhibition, % at 11.5 µM; IC50 in µM for titrated hits | 290,000 tested, 0.054% active; in the data active = inhibition above about 50%;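 also: plate controls were vehicle with enzyme for no effect and no enzyme for full effect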
MgcRacGAP inhibition = MgcRacGAP GTPase-activating activity inhibitors, confirmation, biochemical, ADP Hunter fluorescence; MgcRacGAP-stimulated Rac1 GTP hydrolysis, ADP Hunter fluorescence; higher % means a stronger effect; GST-tagged Rac1 F28L mutant substrate; inhibition, % at 30 µM, or IC50 in µM where a hit was titrated; 340,000 tested, 0.6% active;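 active = first-screen hits whose inhibition reached a set limit at any dose in the follow-up dose series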;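 also: fluorescence reports GDP produced by GAP-driven GTP hydrolysis; strong numbers were not always called active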
Large T inhibition = SV40 large T antigen inhibitors, biochemical (AID 1903); SV40 large T antigen ATPase/helicase inhibition assay; higher % means a stronger effect; inhibition, % at 20 µM, or IC50 in µM where a hit was titrated; 310,000 tested, 0.39% active; in the data active = a potency from the dose series; also: strong numbers were not always called active
T cell modulator = T cell immune modulation candidate | 2C CD8+ T cell-vesicle binding, flow cytometry; hits give low values | calls only at 7 µM | 330,000 tested, 0.068% active | AID 2052;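 active = response, share of CD8 T cells binding vesicles, and their 90th percentile fluorescence all below set limits, cut at about 80% in these data, passing the limit was not always enough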
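material = purified 2C TCR transgenic mouse naive CD8+ T cells | controls = Unloaded micro-vesicles (low), QL9 vesicles with 0.7% DMSO (high) | detection = cytometric PE anti-B7-1 and Alexa647 anti-CD8 signals after 1% paraformaldehyde fixation | incubation = binding step 1.5 h, 37 °C, antibody labelling 20 min, ice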
Hep lipid drop cells 6.5 µM = recorded beside Hep lipid drop, whose call it bears; cell count; measured here: cell count, cytotoxicity flag;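 cells counted across two imaged fields per well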
T cell modulator vesicle-bound % = recorded beside T cell modulator, whose call it bears; double positive events, %; measured here: CD8+ vesicle-bound cell fraction;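 binding gate set so that unloaded-vesicle control wells show 10% double positive cells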
NTR1 agonist cell count 20 µM = recorded beside NTR1 agonist, whose call it bears; cell count; measured here: cell count, cytotoxicity flag
Starred values were filed as active, the others as inactive; i = inactive; . = no result given; & = joins results of further samples. Hits appear at their usual frequency (roughly 1.8% active in at least one column).

no.	SMILES	NTR1 agonist	NTR1 agonist cell count 20 µM	GPR55 LPI antagonism	GPR35 arrestin U2OS	Hep lipid drop	Hep lipid drop cells 6.5 µM
1	CC(=O)Nc1ccc(NC(=O)C(Cc2ccccc2)NC(=O)C2CCCCC2)cc1 (centres undefined)	1.7	70	10%	-2%	4	732
2	Cc1cc(NC(=O)CN2C(=O)/C(=C/c3ccccc3F)SC2=S)no1	28	61	-1%	13%	-8	778
3	CC(C)CN(C(=O)COC(=O)CCc1c[nH]c2ccccc12)c1c(N)n(Cc2ccccc2)c(=O)[nH]c1=O	0.5	62	.	.	.	.
4	O=C(NCCC1=CCCCC1)c1cnsn1	2.9	74	-7%	-9%	-12	723
5	Cc1ccc(S(=O)(=O)Nc2ccc(-c3csc(-c4ccccc4)n3)cc2)cc1	32	35	17%	-2%	-2	515
6	N#Cc1ccc(C(=O)OCC(=O)Nc2ccc(S(N)(=O)=O)cc2)cc1	-0.9	51	7%	-11%	-3	680
7	CCOC(=O)CN(Cc1sccc1C)C(=O)Nc1ccc(OCC)cc1	0.5	56	13%	9%	10	590
8	COc1cccc(/C=C/C(=O)OCCN2C(=O)c3ccccc3C2=O)c1	0.7	91	-1%	3%	0	831

no.	GPR55 activation	LYP phosphatase	MgcRacGAP inhibition	Large T inhibition	T cell modulator	T cell modulator vesicle-bound %
1	0.6%	-10%	-5%	1%	i	9
2	-0.1%	9%	4%	7%	i	19
3	.	.	5%	7%	i	37
4	0.6%	2%	0%	1%	i	32
5	0.3%	13%	9%	1%	i	48
6	-1.9%	-3%	-11%	6%	i	53
7	0.4%	-8%	8%	12%	i	1
8	-0.2%	-2%	.	3%	i	31

(cont.)
no.	SMILES	NTR1 agonist	NTR1 agonist cell count 20 µM	GPR55 LPI antagonism	GPR35 arrestin U2OS	Hep lipid drop	Hep lipid drop cells 6.5 µM
9	Cc1ccccc1OCC(O)CN (centres undefined)	0.0	51	-6%	4%	.	.
10	Cc1ccc(/C=N\NC(=O)c2cncc(Br)c2)o1	0.3	100	2%	-1%	0	749
11	CCCOC(=O)Cn1c(=O)c2cc3c(=O)n(CC(=O)OCCC)c(=O)c3cc2c1=O	.	.	13%	15%	8	758
12	CCOC(=O)C1CCCN(C(=O)c2cn(C)c3ccc(S(=O)(=O)N4CCCC4)cc3c2=O)C1 (centres undefined)	1.0	69	0%	2%	9	726
13	S=c1nc[nH]c2c1sc1nc(N3CCOCC3)c3c(c12)CCCC3	10	68	-2%	-20%	2	786
14	S=C(NCc1ccccc1)Nc1cccc2cnccc12	0.2	37	-3%	16%	-60	735
15	O=[N+]([O-])c1cc(/C=N/Nc2nc(N3CCOCC3)nc(N3CCOCC3)n2)ccc1Cl	-0.7	90	6%	9%	-13	692
16	Cc1ccc(S(=O)(=O)N2CCCCC2)cc1NC(=O)c1ccc2c(=O)n3c(nc2c1)CCCCC3	13	48	7%	4%	-2	588

no.	GPR55 activation	LYP phosphatase	MgcRacGAP inhibition	Large T inhibition	T cell modulator	T cell modulator vesicle-bound %
9	-0.1%	-5%	8%	0%	i	61
10	-0.2%	6%	7%	9%	i	59
11	-0.1%	0%	12%	4%	.	.
12	-0.4%	-3%	0%	8%	i	51
13	0.2%	-2%	2%	-1%	i	41
14	0.3%	-4%	8%	13%	i	37
15	-0.3%	3%	6%	0%	i	62
16	0.3%	0%	.	9%	i	2

Additional records.
no.	SMILES	NTR1 agonist	NTR1 agonist cell count 20 µM	GPR55 LPI antagonism	GPR35 arrestin U2OS	Hep lipid drop	Hep lipid drop cells 6.5 µM
17	Cc1ccc(-n2c(N)cc(=O)nc2SCC(=O)NC2CCCCC2)cc1C	0.7	72	4%	-9%	-2	851
18	CCOc1cc(C(=O)CCC(=O)OCC(=O)NC(=O)NCC(C)C)ccc1O	0.4	84	-7%	-2%	-5	631
19	CC(=O)N1CCC2(CC1)NC(=O)N(c1ccccc1)N2	1.9	36	11%	-10%	-2	688
20	COc1cccc(C(=O)Nc2nnc(C3CCCO3)s2)c1 (centres undefined)	2.1	44	6%	-21%	9	797
21	C/C(=N\NC(=O)c1ccco1)c1ccc(C(=O)O)s1	0.8	56	-6%	-14%	5	677
22	Cc1cc(OC(=O)c2ccc(OC(C)C)cc2)c([N+](=O)[O-])c(=O)[nH]1	1.8	76	-5%	18%	14	703
23	Cc1cn(-c2cc(C(=O)Nc3ccc(C)c(NC(=O)N4CCNC4=O)c3)cc(C(F)(F)F)c2)cn1	7.6	71	-3%	-16%	1	762
24	CC1=C(C(=O)OCc2ccccc2)C(c2ccc3c(c2)OCO3)NC(=O)N1CCCC(=O)O (centres undefined)	-1.5	94	.	.	.	.

no.	GPR55 activation	LYP phosphatase	MgcRacGAP inhibition	Large T inhibition	T cell modulator	T cell modulator vesicle-bound %
17	0.0%	-8%	6%	26%	i	8
18	-0.1%	-4%	3%	16%	i	19
19	-0.3%	-11%	0%	8%	i	60
20	-0.1%	-5%	12%	6%	i	46
21	-0.2%	-5%	10%	21%	i	66
22	-0.2%	-12%	10%	1%	i	8
23	-0.1%	-16%	14%&2%	9%	i	27
24	.	.	9%	12%	i	43

Brought forward from above: three entries; new compounds follow.
no.	SMILES	NTR1 agonist	NTR1 agonist cell count 20 µM	GPR55 LPI antagonism	GPR35 arrestin U2OS	Hep lipid drop	Hep lipid drop cells 6.5 µM
22	Cc1cc(OC(=O)c2ccc(OC(C)C)cc2)c([N+](=O)[O-])c(=O)[nH]1	1.8	76	-5%	18%	14	703
23	Cc1cn(-c2cc(C(=O)Nc3ccc(C)c(NC(=O)N4CCNC4=O)c3)cc(C(F)(F)F)c2)cn1	7.6	71	-3%	-16%	1	762
24	CC1=C(C(=O)OCc2ccccc2)C(c2ccc3c(c2)OCO3)NC(=O)N1CCCC(=O)O (centres undefined)	-1.5	94	.	.	.	.
25	CN1/C(=C\C(=O)c2cccc(S(=O)(=O)N3CCCCC3)c2)C(C)(C)c2ccccc21	-1.2	105	-2%	0%	-9	700
26	CNS(=O)(=O)c1cccc(C(=O)OC2CCOC2=O)c1 (centres undefined)	-1.7	47	6%	15%	2	770
27	Cc1cccc(-n2c3nc(=O)[nH]c(=O)c-3cc3c(C)nn(-c4ccccc4)c32)c1C	0.2	83	4%	0%	-9	580
28	COc1cccc(/C=N/Nc2c(Cl)cncc2Cl)c1O	1.8	83	-2%	8%	.	.
29	CC(=O)c1ccc(N2CCN(C(=O)c3ccc4ccccc4n3)CC2)cc1	2.3	60	0%	-3%	-8	685
30	COCCNc1nc(CSc2ccccc2)nc2sc(C)c(C)c12	4.3	64	-1%	16%	6	612
31	CC(=O)c1cccc(N(CC(=O)NC2CCCCC2)C(=O)CNC(=O)c2cccs2)c1	-2.2	36	1%	-12%	-13	784
32	COc1ccc(Cl)cc1C(=O)NC(=S)Nc1cc(-c2nc3ccccc3[nH]2)ccc1C	3.3	57	7%	-7%	17	741

no.	GPR55 activation	LYP phosphatase	MgcRacGAP inhibition	Large T inhibition	T cell modulator	T cell modulator vesicle-bound %
22	-0.2%	-12%	10%	1%	i	8
23	-0.1%	-16%	14%&2%	9%	i	27
24	.	.	9%	12%	i	43
25	-0.2%	8%	10%	1%	i	62
26	-0.1%	-11%	5%	3%	i	6
27	0.1%	-18%	6%	1%	i	42
28	0.3%	-4%	10%	12%	i	59
29	0.5%	-1%	3%	10%	i	24
30	-0.2%	-4%	9%	23%	i	42
31	-0.3%	-4%	2%	2%	i	11
32	17%	2%	11%	3%	i	17

Following part:
no.	SMILES	NTR1 agonist	NTR1 agonist cell count 20 µM	GPR55 LPI antagonism	GPR35 arrestin U2OS	Hep lipid drop	Hep lipid drop cells 6.5 µM
33	NC(=O)C1(N2CCCCC2)CCN(Cc2ccc(F)cc2)CC1	0.8	72	17%	-15%	-8	719
34	C=CCn1c(COc2ccccc2)nnc1SCC(=O)NCC(=O)OCC	1.8	51	6%	1%	.	.
35	CCN(CC)S(=O)(=O)c1ccc(-c2nnco2)cc1	-5.8	85	-12%	-2%	-7	740
36	Cc1ccc(S(=O)(=O)N2CCC(C(=O)OCC(=O)N3CCCC(C)C3)CC2)cc1C (centres undefined)	-0.5	64	.	.	.	.
37	Cc1nn2c(-c3ccc(S(=O)(=O)N4CCN(C)CC4)o3)nnc2c2ccccc12	0.5	53	-27%	4%	-1	785
38	COc1ccc(NC(=O)c2ccccc2Oc2ccccc2)cc1	0.3	59	21%	2%	.	.
39	Cc1ccccc1N1CCN(C2CCCN(C(=O)c3cc(CC(C)C)nn3C)C2)CC1 (centres undefined)	0.6	67	10%	4%	2	610
40	CCCCC(CC)C(=O)NCCc1ccc(S(N)(=O)=O)cc1 (centres undefined)	-0.2	55	-1%	-16%	.	.
41	Cc1csc(NC(=O)c2cccc(S(=O)(=O)N3CCN(C)CC3)c2)n1	2.6	40	5%	8%	10	702

no.	GPR55 activation	LYP phosphatase	MgcRacGAP inhibition	Large T inhibition	T cell modulator	T cell modulator vesicle-bound %
33	-0.1%	-2%	-1%	15%	i	54
34	-0.2%	-2%	6%	8%	i	38
35	0.3%	-3%	5%	-4%	i	50
36	.	.	7%	4%	i	46
37	0.3%	-5%	12%	7%	i	36
38	-0.1%	-11%	8%	0%	i	56
39	0.0%	-11%	10%	2%	i	26
40	0.0%	-10%	9%	9%	i	10
41	-0.2%	-7%	8%	12%	i	52
